CHRM1 PAM: human CHRM1 positive allosteric modulation | P11229 | CHO-K1 hM1, Fluo-8 calcium fluorescence, ACh EC20; 0% = ACh EC20, 100% = maximal ACh | activation, % at 3 µM | 0.088% of 360,000 active; in the data active = activation above about 19%, passing the limit was not always enough
M4 ag: CHRM4 agonism in calcium assay; 0.14% of 360,000 active; P08173; CHO-K1 hM4/Gqi5, Fluo-8 calcium fluorescence; vehicle 0%, full acetylcholine response 100%; activation, % at 3 µM;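 active = activation above the run mean over all test wells plus 3 SD, cut at about 32% in these data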;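 also: peak over basal fluorescence ratio per well then scaled between controls; 0% = DMSO wells and 100% = acetylcholine at EC100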
Target sequence (P08173 whole entry, looked up): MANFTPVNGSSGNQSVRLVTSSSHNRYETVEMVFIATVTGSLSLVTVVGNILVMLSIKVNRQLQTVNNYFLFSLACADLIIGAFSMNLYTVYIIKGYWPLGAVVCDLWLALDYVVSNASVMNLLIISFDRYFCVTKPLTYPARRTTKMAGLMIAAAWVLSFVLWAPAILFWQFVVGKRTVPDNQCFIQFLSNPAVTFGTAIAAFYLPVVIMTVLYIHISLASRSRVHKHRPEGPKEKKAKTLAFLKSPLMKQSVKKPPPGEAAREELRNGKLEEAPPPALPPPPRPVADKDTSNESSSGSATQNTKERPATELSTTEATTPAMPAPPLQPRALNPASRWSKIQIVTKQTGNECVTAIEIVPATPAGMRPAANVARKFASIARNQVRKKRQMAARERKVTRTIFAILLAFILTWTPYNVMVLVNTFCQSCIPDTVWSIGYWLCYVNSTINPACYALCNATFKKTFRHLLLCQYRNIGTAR
CHO-K1 Ca antag: nonselective inhibitor or artifact in parental CHO-K1 cells; ATP-induced calcium, Fluo-8 fluorescence; inhibition, % at 3 µM; 0.6% of 360,000 active; AID 602250;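 active = inhibition above a per-plate cutoff, the plate's mean sample inhibition plus 3 SD, cut at about 24% in these data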;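 also: 0% = DMSO plus EC80 ATP and 100% = DMSO alone without ATP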
M1 antag: blocks human M1 muscarinic receptor; CHO-K1 hM1, Fluo-8 calcium fluorescence, ACh EC80 antagonist; P11229; AID 588852; 1.3% of 360,000 active; inhibition, % at 3 µM;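 active = percent inhibition above its own plate's cutoff, namely the mean of that plate's compound wells plus 3 SD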;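 also: peak over basal fluorescence ratio during 140 s after agonist addition; 0% = ACh EC80 plus DMSO and 100% = DMSO alone without agonist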
CHRM4 antagonist: CHRM4 antagonism in calcium assay. inhibition, % at 3 µM. 0.73% of 360,000 active. AID 624125. CHO-hM4 cells, ACh EC80, Fluo-8 calcium fluorescence;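 active = inhibition above its plate's cutoff, the mean inhibition of sample wells plus 3 SD, cut at about 27% in these data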;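 also: 0% = acetylcholine EC80 with DMSO and 100% = DMSO without agonist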
CHO-K1 Ca ag: counter-screen for M1 agonists: effect in parental CHO-K1 cells | Fluo-8 calcium fluorescence; scaled to maximal ATP response, vehicle zero | 0.48% of 360,000 active | activation, % at 3 µM | AID 602248; in the data active = activation above about 15%;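 also: untransfected CHO-K1 host cells lacking M1 receptor as counterscreen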
OXTR potentiate: human OXTR potentiation; P30559; CHO-OTR cells, Fluo-8 calcium fluorescence, potentiator mode; 0% = oxytocin EC15, 100% = EC100; activation, % at 3 µM; 0.061% of 320,000 active;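 active = activation above that plate's cutoff, the mean activation of tested compounds plus 3 SD, cut at about 6.6% in these data, passing the limit was not always enough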;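 also: 100% uses oxytocin at 75 nM as the full agonist control; some results filed as inactive read as strong as hits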
Target sequence (P30559 whole entry, looked up): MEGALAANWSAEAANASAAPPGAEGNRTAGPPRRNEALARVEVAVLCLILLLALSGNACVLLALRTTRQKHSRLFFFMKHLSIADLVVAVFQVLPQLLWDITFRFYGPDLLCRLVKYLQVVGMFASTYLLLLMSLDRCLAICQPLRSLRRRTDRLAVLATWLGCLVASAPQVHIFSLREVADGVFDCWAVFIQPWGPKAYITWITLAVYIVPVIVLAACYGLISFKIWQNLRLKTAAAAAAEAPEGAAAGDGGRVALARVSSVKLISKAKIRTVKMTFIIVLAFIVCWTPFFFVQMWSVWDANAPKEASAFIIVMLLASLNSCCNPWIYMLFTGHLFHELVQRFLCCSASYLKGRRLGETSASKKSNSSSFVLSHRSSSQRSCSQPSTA
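Material: CHO-OTR cells, human receptor; compound dosing: single dose, 3.0 µM nominal final compound concentration; schedule: 6 min compound pre-incubation at room temperature, 100 s kinetic read; measured by: kinetic Fluo-8 calcium fluorescence; read-out basis: % activation vs EC15 and EC100 oxytocin; controls: EC15 oxytocin alone as 0%, 75 nM oxytocin as 100%; replicates: singlicate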
CHRM1 agonist: human M1 muscarinic receptor agonism; CHO-K1 hM1, Fluo-8 calcium fluorescence, agonist mode; 0% DMSO, 100% acetylcholine EC100; P11229; 0.33% of 360,000 active; activation, % at 3 µM;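 active = activation above the run's mean compound activation plus 3 SD, cut at about 16% in these data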;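 also: peak over basal fluorescence ratio within a 140 s kinetic read after compound addition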
CHO parental Ca: counter-screen: ATP calcium response change in parental CHO cells; parental CHO-K1, ATP-induced calcium, Fluo-8 fluorescence; inhibition, % at 5.6 µM; 0.63% of 330,000 active; AID 463079;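 active = inhibition above that plate's mean sample inhibition plus 3 SD, cut at about 26% in these data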;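 also: 0% = ATP-challenged DMSO wells and 100% = DMSO wells without ATP; some compounds past the cut are filed as inactive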
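test system = CHO parental line | reagent = ATP stimulus | measured by = intracellular calcium via Fluo-8 no-wash fluorescent dye | control set = ATP and no-ATP DMSO wells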
* = called active by the depositor; . = no result given.

A first look, two compounds:
smiles,CHRM1 PAM,M4 ag,CHO-K1 Ca antag,M1 antag,CHRM4 antagonist,CHO-K1 Ca ag,OXTR potentiate,CHRM1 agonist,CHO parental Ca
CNC(=O)NC(=O)C(C)N1CCN(C/C=C/c2ccccc2)CC1 (stereo not given),5,1,-21,-2,-1,0.9,-8,-6,1
CCOC(=O)NC(Nc1cc(C)on1)(C(F)(F)F)C(F)(F)F,-1,5,-7,-1,-6,0.2,-6,-2,1

This part in full, from the first entry:
smiles,CHRM1 PAM,M4 ag,CHO-K1 Ca antag,M1 antag,CHRM4 antagonist,CHO-K1 Ca ag,OXTR potentiate,CHRM1 agonist,CHO parental Ca
CNC(=O)NC(=O)C(C)N1CCN(C/C=C/c2ccccc2)CC1 (stereo not given),5,1,-21,-2,-1,0.9,-8,-6,1
CCOC(=O)NC(Nc1cc(C)on1)(C(F)(F)F)C(F)(F)F,-1,5,-7,-1,-6,0.2,-6,-2,1
Cn1c(C2CCCCC2)nc2cc(N)ccc21,4,0,-9,-18,-5,0.7,-3,-8,-21
Cc1ccc(S(=O)(=O)N2[C@@H](c3ccccc3)C(C(=O)O)=CC[C@H]2c2ccc(Cl)c(Cl)c2)cc1,3,-1,-8,-3,4,-0.1,-9,-7,-14
O=C(COc1ccc(Cl)cc1)Nc1ccc2oc(=O)ccc2c1,13,1,1,-5,2,0.1,-4,-2,-2
c1ccc(Cn2nnnc2C(c2cccs2)N2CCSCC2)cc1 (stereo not given),-2,2,-2,0,8,0.0,-5,-11,2
CCc1ccc(CN2CCC(C(=O)Nc3ccc(Oc4ccccc4)nc3)CC2)o1,-13,5,-13,9,10,11,-6,-11,-19
COC(=O)Cc1ccc(NC(=S)NCCO)cc1,0,2,8,-6,3,-0.2,3,-2,-2
CCOC(=O)c1cccc(NC(=O)CSc2nnc(C)n2CC2CCCO2)c1 (stereo not given),9,1,-8,-12,-10,-0.2,4,0,-5
O=C(CSCc1cnn(-c2ccccc2)c1-n1cccc1)NCc1cccs1,-1,2,0,6,4,1.7,-24,-4,-15
C/C(=N\NC(=O)c1nnn(-c2nonc2N)c1-c1ccccc1)c1cccnc1,7,4,-5,-13,-5,2.5,.,2,.
O=C(Nc1ccccc1C(=O)O)c1cncc(Br)c1,12,-2,-11,-13,9,0.1,-13,0,-13
CSCC[C@H](NC(=O)OC(C)(C)C)C(=O)N1CCC(C(=O)N[C@H](C(=O)O)C(C)C)CC1,2,1,-11,-24,0,0.5,1,-1,1
Brc1ccccc1-n1nnc(-c2ccnc3ccccc23)n1,-16,12,1,16,8,2.0,-15,1,-6
O=S(=O)(c1ccccc1)c1cnc(-c2ccccc2)nc1N1CCCC1,3,1,6,-7,-3,-0.1,-4,-4,3
COC(=O)c1cn(-c2ccccc2)nc1-c1cccnc1,5,2,-5,2,-4,0.7,-7,-3,-13
Oc1ccc(Nc2nc(Cl)nc(NCc3ccco3)n2)cc1,8,0,10,3,6,-0.2,0,-4,-10
N#Cc1ccc(C(=O)N2CCC3CC2c2cc(-c4ccc(F)cc4)ccc23)cc1 (stereo not given),-4,4,-14,-6,-23,0.8,.,-6,.
O=C(Nc1ccccc1NS(=O)(=O)c1ccc(F)cc1)C1CCC1,-7,23,-14,32,3,6.9,0,-2,-8
COc1ccc(S(=O)(=O)N2CCOCC2)cc1NC(=O)COC(=O)C1COc2ccccc2O1 (stereo not given),7,2,0,-7,-6,0.6,-9,-5,-14
Cc1noc(C)c1S(=O)(=O)N1CCCC(C(=O)N2CCc3ccccc3C2)C1 (stereo not given),-3,5,-4,4,4,1.2,-3,-7,-8
COc1ccc(OCC(=O)NC(=S)Nc2ccc(S(=O)(=O)Nc3cc(C)on3)cc2)cc1,16,0,-6,-16,5,0.8,-2,-1,4
CCc1ccccc1NC(=O)c1ccc2c(O)c(S(=O)(=O)c3ccc(OC)cc3)c(=O)[nH]c2c1,12,0,22,-10,6,-0.3,-3,1,-1
COc1ccc(/C=C2/SC(=O)N(CCNC(=O)CC(NC(C)=O)c3ccccc3)C2=O)cc1 (stereo not given),-5,0,-9,22,-7,0.2,-2,-2,-7
Cc1cc(C(=O)CN2C(=O)NC3(CCCCC3)C2=O)c(C)n1C,15,1,-13,-17,-3,0.7,-5,0,-5
C=CCC1(CC=C)CCCN1C(=O)CC1C(=O)NCCN1Cc1cccc(OC)c1OC (stereo not given),10,1,-12,-11,-8,0.7,-9,-4,-13
CCOC(=O)N1CCN(C(=O)COc2ccccc2Cl)CC1,-1,-1,3,4,0,-0.4,2,-1,14
CCOC(=O)/C=C1/SCC(=O)N1CC(=O)Nc1ccc2c(c1)CCC2,3,2,-16,-18,-5,1.1,.,-2,.
C[C@@H](NC(=O)c1ncn2c1C(=O)NC[C@@H]2C)c1ccccc1,2,0,-4,-12,-9,0.0,.,-2,.
O=C(O)CCC(=O)Nc1ccc2c(c1)oc1ccccc12,2,1,-8,3,9,0.1,-1,-4,1
COCCNC(=O)C1(C)CCN(C(=O)c2ccc3sccc3c2)C1 (stereo not given),9,0,-4,-13,3,0.1,.,-2,.
CCn1c(CSc2ncccn2)nnc1SCC(=O)N1CCCCC1,0,1,-10,15,-5,0.6,-13,-3,-7
O=C(CNc1ccc(Br)cc1)NC(=O)NC1CCCCC1,-4,2,-9,4,-6,0.9,.,-7,.
COc1ccc(OC)c(C(c2nnnn2Cc2ccco2)N2CCN(C)CC2)c1 (stereo not given),12,1,10,-5,-6,-0.1,6,-5,-13
CCOc1ccc(C(C)=O)cc1COc1cccnc1[N+](=O)[O-],3,0,0,1,2,0.2,3,-10,-18
O=C(NCc1ccccc1Cl)C1CCCN1C(=O)NCc1ccccc1 (stereo not given),5,1,-2,-13,-15,-0.6,-2,-3,0
O=[N+]([O-])c1ccc(NN=C2CCCCC2)c([N+](=O)[O-])c1,-1,4,-7,-4,-6,1.6,.,1,.
CCOC(=O)Cc1cc(-c2ccc(O)cc2)nc2ccc3ccccc3c12,-5,2,1,4,-3,2.1,-11,-5,-9
CC1CCCCN1C(=O)CSc1nc(-c2ccccc2)cc(=O)[nH]1 (stereo not given),5,2,14,0,-3,1.1,-4,-1,-1
COC(=O)Nc1ccc2c(c1)OCO2,4,0,-5,-6,2,0.2,-9,-2,-9
CCc1ccc(CCC(=O)Nc2nnc(CC)s2)o1,-1,-1,-1,-1,-4,-0.8,-3,-15,1
O=C(Nc1nnc(-c2ccc(Cl)s2)o1)C1CC1,2,1,6,2,-2,0.4,0,-7,-18
CC(NC(=O)COC(=O)C12CC3CC(CC(O)(C3)C1)C2)c1ccccc1 (stereo not given),4,1,-14,-8,-11,1.4,-6,-2,2
O=C(Cn1cnc(S(=O)(=O)N2CCCCC2)c1)Nc1ccc(OC(F)(F)F)cc1,6,0,-10,-4,2,0.6,-6,-3,-13
O=C(NC1CCCC1)C1CCN(C(=O)c2ccc(Cl)cc2)CC1,5,1,-3,-7,3,0.3,-10,-1,-4
O=C(CC(=O)Nc1ccccn1)Nc1ccccn1,8,0,-12,-8,-4,0.3,-6,2,-4
Cc1ccc(NC(=O)CSc2nc3ncc(Cl)cc3[nH]2)c(C)c1,6,0,-13,-8,-1,2.4,0,-2,-16
COC(=O)c1ccccc1S(=O)(=O)N1CCn2cccc2C1C (stereo not given),-4,1,-6,16,7,-0.2,-9,-5,-16
CCN1CCN(C(C(=O)NC2CCCCC2)c2ccc(Cl)cc2)CC1 (stereo not given),-13,0,21,30,0,-0.3,-11,-5,-23
Cc1cc(Nc2ccc(F)cc2)c2ccccc2n1,2,4,-8,-2,-10,2.4,.,-4,.

Remaining list, next part:
smiles,CHRM1 PAM,M4 ag,CHO-K1 Ca antag,M1 antag,CHRM4 antagonist,CHO-K1 Ca ag,OXTR potentiate,CHRM1 agonist,CHO parental Ca
CCCNC(=O)C1(C)CCN(C(=O)c2ccc(F)cc2Cl)C1 (stereo not given),19,0,4,-11,-11,-0.7,.,5,.
CCOC(=O)C1=CNS(=O)(=O)NC1c1ccc(C#N)cc1 (stereo not given),12,0,-10,-16,-2,0.3,.,0,-4
COc1cccc(-c2cc(C(=O)N3N=C(C)CC3(O)C(F)F)c3ccccc3n2)c1 (stereo not given),1,0,-1,9,6,0.3,-1,1,-17
CC(C)CCOc1ccc(C(=O)O)cc1,10,1,-8,-11,4,4.1,0,-2,-9
COc1ccc(C(CNC(=O)c2ccc(S(=O)(=O)N3CCOCC3)cc2)N2CCCCC2)cc1 (stereo not given),-9,4,-14,-7,-3,1.1,-4,-6,-15
COc1cc(-c2nc3cccc(C)n3c2NCC2CCCO2)ccc1O (stereo not given),5,8,-17,4,-4,4.2,-13,-4,-10
OCCCNc1ncnc2c1ncn2[C@H]1CN(Cc2ccc(Cl)cc2)C[C@@H](CO)O1,16,0,1,-9,-1,0.6,.,4,.
Cc1ccc(OCc2nc(C#N)c(NCc3ccco3)o2)cc1,-3,0,20,8,-2,-0.4,-6,-5,-23
COC(=O)c1cc(-c2cc(OC)ccc2OC)nc2c1c(=O)n(C)c(=O)n2Cc1ccccc1,5,1,-2,-1,13,0.0,-5,-5,-19
COc1cc(OC)cc(OC(=O)C2CCN(S(=O)(=O)c3ccc(OC)c(OC)c3)CC2)c1,1,1,3,-3,-19,0.1,2,-4,-17
Cc1cccc(Cn2c(N3CCN(CCO)CC3)nc3c2c(=O)[nH]c(=O)n3C)c1,12,0,16,-13,11,-0.8,-11,-3,-2
CC(/C=N/NC(=O)c1n[nH]c2c1CCC2)=C\c1ccccc1,9,1,-15,3,0,0.2,-16,3,-11
O=C(c1cccc(Cl)c1)N1CCC(=O)N(C(CO)Cc2ccccc2)CC1 (stereo not given),-2,1,2,8,4,0.1,-5,0,-4
CCCCn1c(SCC(=O)Nc2ccc(OC)cc2)nc2ccc(N3CCOCC3)cc2c1=O,-5,1,-3,7,-3,0.5,0,-5,-3
Cc1cc(C)n(-c2nnc(C)n2/N=C/c2ccccc2F)n1,-6,0,5,0,12,-0.2,-3,-6,3
CS(=O)(=O)c1ccc2nnn(OCC(=O)Nc3cccc(C#N)c3)c2c1,7,1,-18,-9,4,1.1,-5,-3,-6
CCC(NC(=O)C1(C)CC1(Br)Br)c1ccc(C)cc1 (stereo not given),5,-1,2,-31,-6,0.2,3,-5,-13
Cc1ccc(CS(=O)(=O)CCC(=O)NCc2ccc3c(c2)OCO3)cc1,-6,-1,-16,2,-5,-0.2,-6,-10,-2
Cc1cccc(NC(=O)C2CCCN2S(=O)(=O)c2ccc(Cl)cc2)n1 (stereo not given),9,1,-5,-16,-3,1.5,-3,-4,-7
Cc1cc(C)n2nc(C)c(Br)c2n1,6,0,-7,-9,0,0.1,5,-6,-3
CC(C)CCn1c(=O)c2ccccc2n2c(CN3CCCC3)nnc12,10,1,-23,-12,-5,0.7,0,-3,-25
O=C(OCC(=O)N1CCCC1)c1ccccc1OCc1ccccc1,11,3,-2,-18,8,0.8,-20,0,-24
COc1cc(OC)c(-n2cc(-c3ccc(OC)c(OC)c3)[nH]c2=S)cc1Cl,-1,20,0,6,15,13,.,14,.
